Screens: PubChem, National Center for Advancing Translational Sciences (NCATS)
TexasRed fluor: Total Fluorescence Counterscreen for Inhibitors of the Interaction of Thyroid Hormone Receptor and Steroid Receptor Coregulator 2. TRb/SRC2 Texas Red total fluorescence interference. Potency, µM (doses to about 106 µM), inactives show at the highest dose fluorescence change, negative = quenching. 0.29% of 280,000 active. AID 1479, 2009; active = well fitted curve in either direction with a large enough effect; inconclusive = small, poorly fitted or top-dose-only effect; also: potency is read from the fitted curve at half-maximal effect; % is scaled to controls: 0 for no effect and ±100 for the full control effect
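Human TRβ ligand-binding domain (0.6 uM) and Texas Red SRC2 peptide (20 nM) in Tris buffer with 1 uM T3 and 5% DMSO were incubated with pinned compound for 5 hr at ambient temperature. Total fluorescence was computed as S + 2P (555/632 nm).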
aGal spleen mod: qHTS Assay for Inhibitors and Activators of Human alpha-Galactosidase From Spleen Homogenate | human spleen homogenate, 4MU-alpha-Gal fluorescence, 40 min | Potency, µM (titrated, usually from 80 µM), for the others: at the top dose activity change, negative = inhibition, hits mostly inhibitors | 0.008% of 240,000 active;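 also: potency is read from the fitted curve at half-maximal effect; 0% = enzyme with vehicle and -100% = no enzyme basal signal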
Target sequence (P06280 32-429 limits assumed): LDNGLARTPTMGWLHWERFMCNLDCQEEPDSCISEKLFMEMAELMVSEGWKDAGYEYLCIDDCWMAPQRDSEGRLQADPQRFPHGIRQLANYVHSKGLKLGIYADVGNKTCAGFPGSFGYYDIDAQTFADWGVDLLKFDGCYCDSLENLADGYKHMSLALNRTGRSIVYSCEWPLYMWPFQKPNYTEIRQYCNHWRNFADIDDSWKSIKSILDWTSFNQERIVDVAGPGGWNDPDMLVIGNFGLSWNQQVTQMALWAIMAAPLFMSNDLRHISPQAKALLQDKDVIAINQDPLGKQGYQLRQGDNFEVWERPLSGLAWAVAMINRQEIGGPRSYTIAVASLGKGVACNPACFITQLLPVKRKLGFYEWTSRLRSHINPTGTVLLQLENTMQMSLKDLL
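Inhibition or activation of alpha-galactosidase in human spleen homogenate is scored by 4-MU fluorescence after 40 min at 37C, pH 5.0, with 1 mM substrate. AC50s come from concentration-response fitted to the Hill equation.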
NPSR antagonist: qHTS Assay for Antagonists of the Neuropeptide S Receptor: cAMP Signal Transduction; Q6W5P4; Potency, µM (titrated, usually from 38.3 µM), for the others: at the top dose activity change, negative = inhibition, hits mostly inhibitors; 1% of 220,000 active; CHO-NPSR cells, cAMP TR-FRET, antagonist mode; also: potency is read from the fitted curve at half-maximal effect; % is scaled to controls: 0 for no effect and ±100 for the full control effect; nearly all actives have a fitted effect of over 50% in size; many of its hits are not listed in these tables
TRb SRC2 PPI: qHTS for Inhibitors of the Interaction of Thyroid Hormone Receptor and Steroid Receptor Coregulator 2; TRbeta-SRC2 peptide binding, fluorescence polarization; receptor liganded with 1 µM T3; Potency, µM (highest dose often 106 µM), without a hit: at the top dose activity change, negative = inhibition, usual class: inhibitors; 0.065% of 280,000 active;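 also: potency is read from the fitted curve at half-maximal effect; plate controls were bound peptide for no effect and peptide without receptor for full effect; nearly all actives have a fitted effect of over 50% in size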
Target sequence (P10828 whole entry, looked up): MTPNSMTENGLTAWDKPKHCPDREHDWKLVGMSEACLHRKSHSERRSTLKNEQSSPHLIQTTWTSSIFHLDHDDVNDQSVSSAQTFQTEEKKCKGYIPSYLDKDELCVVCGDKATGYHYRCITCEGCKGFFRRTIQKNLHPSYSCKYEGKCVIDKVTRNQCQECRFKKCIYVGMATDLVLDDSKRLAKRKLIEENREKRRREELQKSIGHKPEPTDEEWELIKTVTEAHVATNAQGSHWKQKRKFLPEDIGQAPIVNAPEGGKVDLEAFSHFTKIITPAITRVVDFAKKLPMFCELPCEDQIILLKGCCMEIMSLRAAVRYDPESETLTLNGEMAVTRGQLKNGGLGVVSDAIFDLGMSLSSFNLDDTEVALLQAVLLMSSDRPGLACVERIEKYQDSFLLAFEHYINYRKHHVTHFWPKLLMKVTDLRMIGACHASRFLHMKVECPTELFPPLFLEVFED
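TRb LBD 0.6 uM + Texas Red SRC2 peptide 20 nM, 1 uM T3, Tris buffer w/ 5% DMSO; compound pinned, 5 h RT; FP read ex 555/em 632; normalized to unbound and bound controls.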
Epigenetic reg: Quantitative High-Throughput Screen for Regulators of Epigenetic Control; murine LDR cells, GFP reporter derepression, 30 h; Potency, µM (titrated, usually from 53.9 µM), for the others: top-dose GFP activation, most hits filed as activators; 0.2% of 280,000 active; AID 1865, 2009; also: potency is read from the fitted curve at half-maximal effect; % of control where 0% means no effect; nearly all actives have a fitted effect of over 60% in size
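GFP-positive cell count by laser-scanning cytometry (objects 20–120 um) after 30 h, 37 C compound exposure of murine LDR cells; reporter is CMV-GFP integrated at a silenced locus, inducible by HDAC or DNMT inhibitors.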
Tau fluor counter: Counterscreen qHTS for Inhibitors of Tau Fibril Formation, Fluorescence Polarization | tau K18 P301L Alexa594 fluorescence, heparin fibrillization | Potency, µM (doses to about 57.7 µM), for inactives: at the highest dose activity change, negative = decrease | 0.93% of 280,000 active | AID 1463, 2008; also: potency is read from the fitted curve at half-maximal effect; % is scaled to controls: 0 for no effect and ±100 for the full control effect; nearly all actives have a fitted effect of over 55% in size
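Human tau K18 P301L (15 uM unlabeled, 0.24 uM Alexa 594-labeled) in 100 mM sodium acetate pH 7 with 20 uM heparin, 6 hr at 37 C. ThT 30 uM added, 1 hr ambient; Alexa 594 FP and total fluorescence read at 555/632 nm.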
Tau fibril FP: qHTS for Inhibitors of Tau Fibril Formation, Fluorescence Polarization. Microtubule-associated protein tau (Homo sapiens), P10636. K18 P301L tau heparin fibrillization, Alexa594 FP, 6 h. Potency, µM (highest dose often 57.7 µM), without a hit: at the top dose activity, negative = inhibition, hits mostly inhibitors. 0.39% of 280,000 active; also: potency is read from the fitted curve at half-maximal effect; % is scaled to controls: 0 for no effect and ±100 for the full control effect; nearly all actives have a fitted effect of over 55% in size
Target sequence (P10636 561-689 P618L limits assumed): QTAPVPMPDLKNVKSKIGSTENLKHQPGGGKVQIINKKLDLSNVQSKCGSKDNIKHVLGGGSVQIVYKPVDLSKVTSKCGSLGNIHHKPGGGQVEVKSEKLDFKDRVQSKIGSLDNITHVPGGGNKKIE
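FP of Alexa 594-tau after heparin (20 uM) induction. Substrate: human K18 P301L, 15 uM unlabeled, 0.24 uM labeled. Buffer 100 mM sodium acetate pH 7. 6 hr, 37 C.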
CBFb RUNX1 block: qHTS Assay for Compounds Blocking the Interaction Between CBF-beta and RUNX1 for the Treatment of Acute Myeloid Leukemia; 230,000 tested, under 10 active; Potency, µM (highest dose often 59.8 µM), for inactives: top-dose activity, negative = inhibition, most hits filed as inhibitors; AlphaScreen CBFb-His/RUNX1-biotin binding, biochemical; also: % of control where 0% means no effect
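Bead-based AlphaScreen assay; binding partners His-tagged CBF-beta and biotinylated RUNX1 at 30 nM each. Compound exposure 15 min after a 20-min protein preincubation; bead step 90 min; all steps at room temperature.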
Starred values were filed as active, the others as inactive; ? = inconclusive; . = not tested or not shown; & = joins results of further samples; [ ] = dose if it differs, or a comment. Unless noted, calls follow the shape of the dose curve; as a rule, active = well fitted curve in the direction sought with a large enough effect; inconclusive = small, poorly fitted or top-dose-only effect, or another doubt; inactive = no such curve, though single readings can be large; an effect the other way counts as inactive or inconclusive.

SMILES | TexasRed fluor | aGal spleen mod | NPSR antagonist | TRb SRC2 PPI | Epigenetic reg | Tau fluor counter | Tau fibril FP | CBFb RUNX1 block
CCS(=O)(=O)C(C)(CCl)C(=O)Nc1ccc(C(=O)OC)cc1 (stereo not given) | -6% | 7% | -38% | -3% | 0.0% | 0% | 13% | 5%
O=C1c2cccnc2C(=O)N1Cc1ccc(Cl)cc1 | 1% | 4% | -7%[46.1 µM] | 4% | 8.2% | -3% | 5% | -2%
O=C(NCCOC(=O)c1ccc(C(=O)OCCNC(=O)c2ccccc2)o1)c1ccccc1 | -1% | -4% | 2%[46.1 µM] | 2% | -0.1% | -14% | 0% | -11%
CCC1C(=O)N=C(SCC(=O)Nc2ccc(Br)cn2)NC1=O (stereo not given) | 0% | -3% | 13% | -3% | 0.0% | 4% | 5% | -9%
COc1ccc(NC(=O)c2cc(F)cc(F)c2)cc1Cl | 3% | 14% | -2%[46.1 µM] | 2% | 0.8% | -16% | -4% | 3%
CCOc1ccc(-c2nnn(CC(=O)NCc3ccc4c(c3)OCO4)n2)cc1 | 1% | -2% | -2%[46.1 µM] | -10% | -1.0% | 0% | ? | 0%
Cc1ccccc1-c1noc(-c2ccc(O)cc2)n1 | -2% | 11% | ? | 0% | -1.0% | ? | ? | 6%
CCn1cc([N+](=O)[O-])c(C(=O)N2N=C(c3ccc4ccccc4c3)CC2c2ccccc2O)n1 (stereo not given) | -4% | 4% | -29%[46.1 µM] | 9% | 1.2% | ? | -20% | -20%
C#CCOCCOCCOCCNc1nc(N2CCN(C(=O)[C@H](CCC(=O)O)n3cc(C(N)Cc4ccc(O)cc4)nn3)CC2)nc(N2CCN(C(=O)[C@H](CCC(=O)O)n3cc(C(N)Cc4ccc(O)cc4)nn3)CC2)n1 (stereo not given in full) | -1% | 0% | -35% | -8% | 1.7% | 3% | 4% | 12%
O=C(Nc1nnc(Cc2ccc([N+](=O)[O-])cc2)s1)c1ccc2c(c1)OCO2 | -2% | 7% | 5% | -4% | 0.0% | -18% | 6% | -1%
COc1ccc(NC(=O)CSc2nc(N)c(NC(=O)c3cccs3)c(=O)[nH]2)cc1 | -1% | 6% | 3% | -7% | -1.0% | 0% | 3% | 8%
COC(=O)CN1C(=O)N/C(=C/c2cc(Cl)c(OC)c(OC)c2)C1=O | 0% | -4% | -19% | 0% | -2.2% | -13% | -3% | 4%
Cc1cccc(-n2ncc3c(NCc4ccc5c(c4)OCO5)ncnc32)c1 | 1% | -2% | ? | 12% | -0.9% | ? | ? | 4%
CC12CCC(C(=O)Nc3cccc(Cl)c3)(C(Br)C1=O)C2(C)C (stereo not given) | 0% | -7% | -25% | 5% | 0.0% | -20% | -9% | -2%
O=C(Nc1cccc(Oc2ccc(C(=O)O)c(C(=O)O)c2)c1)c1ccc(-c2ccccc2)cc1 | -3% | 2% | 7% | -2% | -1.9% | -10% | 1% | 0%

Single records, as listed above. Values in the order: TexasRed fluor	aGal spleen mod	NPSR antagonist	TRb SRC2 PPI	Epigenetic reg	Tau fluor counter	Tau fibril FP	CBFb RUNX1 block
`O=C(Nc1nnc(Cc2ccc([N+](=O)[O-])cc2)s1)c1ccc2c(c1)OCO2` is entered as -2%	7%	5%	-4%	0.0%	-18%	6%	-1%
`CCOc1ccc(-c2nnn(CC(=O)NCc3ccc4c(c3)OCO4)n2)cc1` is entered as 1%	-2%	-2%[46.1 µM]	-10%	-1.0%	0%	?	0%
`COC(=O)CN1C(=O)N/C(=C/c2cc(Cl)c(OC)c(OC)c2)C1=O` is entered as 0%	-4%	-19%	0%	-2.2%	-13%	-3%	4%
`C#CCOCCOCCOCCNc1nc(N2CCN(C(=O)[C@H](CCC(=O)O)n3cc(C(N)Cc4ccc(O)cc4)nn3)CC2)nc(N2CCN(C(=O)[C@H](CCC(=O)O)n3cc(C(N)Cc4ccc(O)cc4)nn3)CC2)n1` (stereo not given in full) is entered as -1%	0%	-35%	-8%	1.7%	3%	4%	12%

The results go on:
SMILES | TexasRed fluor | aGal spleen mod | NPSR antagonist | TRb SRC2 PPI | Epigenetic reg | Tau fluor counter | Tau fibril FP | CBFb RUNX1 block
Cc1ccc(-c2nc3cnccn3c2Nc2ccc3c(c2)OCCO3)o1 | -8% | -12% | -20%[46.1 µM] | 5% | 0.0% | -18% | 13% | -19%
COc1ccc(NC(=O)c2cnn(-c3ccc(C)cc3)c2-n2cccc2)cc1Cl | -2% | . | . | 0% | 3.4% | ? | -13% | .
CC(C)NC(=S)N/N=C/c1ccc2c(c1)OCCO2 | -5% | 3% | 3% | -2% | -3.2% | -14% | -5% | 7%
CC(C)(C)/C(O)=C/c1nc2cc(Cl)ccc2oc1=O | -2% | 5% | -7%[7.67 µM] | 3% | ? | -11% | -2% | 0%
CCc1ccc(C(=O)NNC(=S)Nc2ccc(S(N)(=O)=O)cc2)s1 | -6% | 4% | 4% | -8% | 0.0% | -15% | -7% | ?
COc1ccc(Cl)cc1NC(=O)c1ocnc1C | -3% | 7% | -13%[46.1 µM] | 4% | 3.1% | -19% | -4% | 3%
C#CCCCO/N=C1/C[C@@H](O)[C@@H](O)[C@@H]2[C@H]3C(=O)N(c4ccc(F)cc4F)C(=O)[C@@H]3CC[C@H]12 | 1%[11.2 µM] | -9%[17.5 µM] | . | -4%[11.2 µM] | 0.8%[10.1 µM] | 0%[11.6 µM] | -1%[11.6 µM] | 6%[13.1 µM]
Cc1cc(NC(=O)Cc2ccccc2)nc2c1c(=O)oc1ccccc12 | 1% | -2% | 10%[46.1 µM] | 2% | 0.0% | -15% | -5% | 4%
CCOc1ccc(-n2c(SCC(=O)Nc3ccc4c(c3)OCCO4)nc3c(c2=O)SCC3)cc1 | 0% | -3% | -5%[46.1 µM] | 6% | -0.8% | -5% | 3% | 0%
N#Cc1cnc2cc(-c3ccccc3)nn2c1N | -5% | 7% | ? | -6% | 0.0% | -3% | 6% | 10%
O=C(CC(SCCO)c1ccc(F)cc1)c1ccco1 (stereo not given) | -1% | 4% | 1%[46.1 µM] | -18% | ? | -4% | 2% | 11%
COc1cccc(NS(=O)(=O)c2ccc3[nH]cc(C(=O)NCCCOC(C)C)c(=O)c3c2)c1 | -1% | 8% | 0%[46.1 µM] | 4% | ? | ? | ? | -4%
CCOc1ccc(C(=O)Nc2ccccc2N2CCOCC2)cc1 | 0% | 4% | -15%[46.1 µM] | -9% | 15% | -12% | 5% | 5%
CCCOc1ccc(NC(=O)CC2C(=O)N(CC)C(=S)N2Cc2cccs2)cc1 (stereo not given) | 1% | 0% | -26%[46.1 µM] | 3% | -1.1% | ? | ? | -2%
O=C(NCc1ccco1)C12CN(Cc3ccccc3)CC1C(c1cccc([N+](=O)[O-])c1)=NO2 (stereo not given) | 0% | -13% | -22%[46.1 µM] | -5% | -1.2% | -17% | -2% | -24%
CC(C)n1nnnc1SCC(=O)NNC(=O)C1CCCCC1 | -7% | 4% | 2%[46.1 µM] | -1% | -1.9% | 6% | 3% | 3%
COC(=O)/C(C#N)=C/c1c[nH]c2ccccc12 | 0% | 3% | 7% | 4% | 3.9% | -19% | -9% | -5%
O=C(NC(=S)N1CCN(c2nc(-c3ccccc3)cs2)CC1)c1cncc(Br)c1 | -3% | 0% | -20% | 3% | -0.2% | -30% | 12% | -19%
Cc1ccc(NC(=O)NCCOCCn2c(=O)oc3ccccc32)cc1F | 0% | . | . | 0% | 13% | -22% | -10% | .
O=C(NCc1ccccn1)c1nn(-c2ccccc2F)nc1CO | -1% | . | . | -9% | -2.1% | -6% | -5% | .
COC(=O)c1ccc(/C=N/N2CCN(Cc3ccc(Cl)cc3)CC2)cc1 | -5% | 7% | 3% | -4% | 0.0% | -12% | 1% | 18%
O=C(/C=C/c1ccc(F)cc1)Nc1ccc2[nH]c(=O)[nH]c2c1 | -7% | 4% | 0% | 11% | -0.3% | -28% | -4% | -9%
O=C(c1cccnc1Nc1ccc2c(c1)CCC2)N1CCOCC1 | -4% | 7% | 3%[46.1 µM] | -7% | 0.0% | -5% | 6% | -4%
COC(=O)c1ccccc1NC(=O)CSc1nnc(-c2ccc(C)cc2)o1 | -2% | 0% | -2%[46.1 µM] | 14% | -0.8% | -1% | 3% | -5%
O=C(NCc1ccccc1)/C(=C/c1ccco1)NC(=O)c1ccco1 | -4% | -4% | 5% | -3% | 0.0% | -11% | -4% | -2%
CNC(=O)c1ccsc1NC(=O)c1sc2ccccc2c1Cl | -11% | 1% | -28% | 17% | -0.5% | ? | ? | 4%[2.36 µM]
COc1ccc(CNC(=O)c2ccc(NC(=O)N3CC4CCCN4c4ccccc43)cc2)cc1 (stereo not given) | 0% | . | . | -4% | -7.8% | ? | 12% | .
CC(=O)N(CCC1(C(C)C)CCOC(C)(C)C1)Cc1ccco1 (stereo not given) | 2% | -18% | -13%[46.1 µM] | -14% | 1.1% | -12% | -8% | 1%
C#CCN(C)CC/C=C1\c2ccccc2CSc2ccccc21 | 1% | 1% | ? | 15% | -1.2% | -11% | 1% | 2%
COc1cc(NS(=O)(=O)c2ccc(NC(=O)c3ccc(C)o3)cc2)nc(OC)n1 | 1% | 1% | ? | -16% | 7.2% | 1% | -6% | 18%
COc1ccc2nc3c(c(-c4ccccc4)c2c1)CCC3 | 0%&0% | 5%&4% | -7% | -4%&3% | 0.0%&0.0% | -15%&-17% | -2%&-2% | -3%[2.36 µM]
Cc1sc(NC(=O)CSc2nnc(-c3ccc(F)cc3)o2)c(C#N)c1C | -2% | -12% | -13%[46.1 µM] | -1% | -0.2% | -10% | 5% | 1%
COc1ccc2c(c1)O[C@@H](c1ccc3c(c1)OCO3)[C@H](OC(=O)NCc1ccco1)C2=O | -2% | -11% | . | -3% | -1.1% | -21% | 8% | 10%
Cn1c(O)c(N=NC(=O)Cn2c(C(F)(F)F)nc3ccccc32)c2ccccc21 | -1% | 1% | -2% | 9% | -2.5% | 2% | -2% | 10%

The list is partial, so the mix of outcomes need not match the whole.
